Source: PubChem
TDP2 absorb: human TDP2 enzyme inhibitors, primary screen, biochemical, epi absorbance, recombinant enzyme; Tyrosyl-DNA phosphodiesterase 2 (Homo sapiens), O95551; inhibition, % at 12.8 µM; 370,000 tested, 0.34% active; T5PNP hydrolysis, p-nitrophenol absorbance 415 nm;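 active = inhibition above the mean of all tested compounds plus 3 SD, set per campaign, cut at about 25% in these data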;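 note: 0% = DMSO with enzyme and 100% = buffer with substrate but no TDP2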
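Test system: human TDP2 enzyme; Input: 120 nM TDP2 per well; Buffer or medium: Mg2+-containing Tris-HCl buffer, pH 7.5; Reagent: 5 mM T5PNP; Dosing: 12.8 µM single point, 1% DMSO; Incubation: reaction 2 h, 37 °C; Detection: p-Nitrophenol epi absorbance; Read-out: % inhibition relative to enzyme-containing and enzyme-free wells; Replicates: single well per compound.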
UHRF1 MBD2 ctr: UHRF1 methylated DNA binding inhibitors, primary screen, counter-screen for MBD2 inhibitor project, biochemical, TR-FRET, human UHRF1, single concentration; UHRF1 binding to methylated oligo; inhibition, % at 4.4 µM; 370,000 tested, 0.75% active; in the data active = inhibition above about 21%;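 note: UHRF1 SRA domain binding a hemimethylated CpG hairpin DNA probe; 0% = median of test compound wells and 100% = reference inhibitor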
LEDGF integ inh: blockers of LEDGF/p75-dependent integrase strand transfer – biochemical, TR-FRET, high throughput, primary screen; HIV-1 integrase (with human LEDGF/p75); 370,000 tested, 0.64% active; inhibition, % at 3.7 µM; TR-FRET IN-LEDGF/p75 DNA integration, Eu/Cy5;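 active = inhibition above the screen-wide mean plus 3 SD, cut at about 13% in these data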;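 note: signal is the Cy5 over europium emission ratio at 671 and 618 nm; 0% = plate median of compound wells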
mABHD4 FP: ABHD4 inhibitors, primary screen, biochemical, fluorescence polarization, mouse. (Lyso)-N-acylphosphatidylethanolamine lipase (Mus musculus), Q8VD66. purified mABHD4, FP-Rh probe fluorescence polarization. inhibition, % at 8.92 µM. 370,000 tested, 0.54% active. AID 720543, 2013;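 active = inhibition exceeding the mean over every tested compound plus 3 SD, cut at about 30% in these data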;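 note: 0% = plate median of compound wells and 100% = S159A mutant with DMSO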
Target sequence (Q8VD66 whole entry, looked up): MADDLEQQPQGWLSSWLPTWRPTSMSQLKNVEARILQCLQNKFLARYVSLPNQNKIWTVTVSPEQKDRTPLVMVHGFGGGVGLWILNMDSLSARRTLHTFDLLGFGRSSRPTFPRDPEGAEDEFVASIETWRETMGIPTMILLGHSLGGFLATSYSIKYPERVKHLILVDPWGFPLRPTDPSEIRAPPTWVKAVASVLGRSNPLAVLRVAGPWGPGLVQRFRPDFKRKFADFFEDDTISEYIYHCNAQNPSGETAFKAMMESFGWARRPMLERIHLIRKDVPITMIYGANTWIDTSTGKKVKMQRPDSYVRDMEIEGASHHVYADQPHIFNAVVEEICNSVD
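Test system: mouse ABHD4 enzyme, wild type. Reagent: FP-Rh fluorescent activity-based probe, added after compound pre-incubation. Timing: pre-incubation 45 min, probe exposure 60 min, at 25 °C. Technique: FP readout, ex 525 nm / em 598 nm. Benchmarks: high control S159A mutant with DMSO, low control median of compound wells.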
TCR-CD3 inh: inhibitors of human TCR-CD3 interaction, primary screen, biochemical, fluorescence, TAMRA-labeled TCR probe; T-cell receptor (TCR); inhibition, % at 9.4 µM; 360,000 tested, 0.37% active; in the data active = inhibition above about 19%;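 note: recombinant mutant TCR 2C K166C tagged with TAMRA read by polarization; 0% = receptor in buffer alone and 100% = receptor with positive control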
PG9 binder: binders of HIV-1 gp120 antibody PG9, primary screen, biochemical, TR-FRET. TR-FRET gp120-PG9 antibody binding. inhibition, % at 6.7 µM. 360,000 tested, 0.43% active. AID 624416, 2012; in the data active = inhibition above about 8.5%
PRMT1 FP inh: PRMT1 methyltransferase inhibitors, primary screen, biochemical, fluorescence polarization; recombinant PRMT1, activity-based probe fluorescence polarization; 370,000 tested, 1.3% active; inhibition, % at 2.79 µM; Protein arginine N-methyltransferase 1 (Homo sapiens), Q99873; AID 652257, 2013;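 active = inhibition above about 21% made by adding two undisclosed values, limit read from the data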
SIAE primary: human SIAE inhibitors, primary screen, biochemical, fluorescence polarization, FP-Rh probe, 1536-well HTS | Sialate O-acetylesterase (Homo sapiens), Q9HAT2 | SIAE FP-Rh probe binding | inhibition, % at 9.66 µM | 370,000 tested, 0.69% active | AID 1053197, 2014;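 active = inhibition above a cutoff: mean of compounds within the control limits plus 3 SD of those, cut at about 17% in these data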;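 note: 0% = plate median of compound wells and 100% = probe without SIAE protein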
Target sequence (Q9HAT2 whole entry, looked up): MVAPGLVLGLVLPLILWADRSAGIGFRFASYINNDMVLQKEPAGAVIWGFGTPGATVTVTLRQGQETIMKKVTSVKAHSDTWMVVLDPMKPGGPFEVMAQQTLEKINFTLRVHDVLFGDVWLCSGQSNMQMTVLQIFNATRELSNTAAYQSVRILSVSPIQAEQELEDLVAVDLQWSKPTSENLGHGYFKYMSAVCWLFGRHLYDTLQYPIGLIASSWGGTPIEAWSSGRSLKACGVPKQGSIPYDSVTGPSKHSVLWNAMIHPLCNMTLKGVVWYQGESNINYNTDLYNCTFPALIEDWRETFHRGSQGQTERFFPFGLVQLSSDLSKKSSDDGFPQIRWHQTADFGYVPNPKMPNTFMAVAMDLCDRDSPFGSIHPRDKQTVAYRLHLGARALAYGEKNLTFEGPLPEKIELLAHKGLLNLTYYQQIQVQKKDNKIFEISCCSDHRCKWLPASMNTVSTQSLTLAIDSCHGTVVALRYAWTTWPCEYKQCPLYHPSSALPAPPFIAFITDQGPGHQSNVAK
HTRA1 inh: HTRA1 serine protease inhibitors, primary screen, biochemical, fluorescence polarization, HTS; Q92743; recombinant HTRA1, FP-rhodamine activity-based probe; inhibition, % at 5.96 µM; 340,000 tested, 0.5% active; in the data active = inhibition above about 36%;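 note: 0% = enzyme with DMSO and 100% = wells lacking enzyme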
DDE Tn7 FP inh: inhibitors of Tn7 peptide binding to fibrin DD(E), primary screen, biochemical, fluorescence polarization, human fibrin, Tn7 probe; 370,000 tested, 0.13% active; FP displacement of FITC-Tn7 peptide from fibrin DD(E); 0% = median of compound wells per plate; inhibition, % at 8.3 µM; AID 720508, 2013; Fibrinogen beta chain (Homo sapiens), P02675;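 active = inhibition above the mean of compounds falling within the control limits plus 3 SD of them, cut at about 14% in these data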;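 note: 0% = plate median of compound wells and 100% = 10 µM Aha-Tn7 peptide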
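Test system: human clot-derived fibrin DD(E) complex / Quantity: 2 µM final DD(E) protein / Incubation: 10 min plus 3 h, room temperature / Measured by: fluorescence polarization / Benchmarks: high control of 10 µM Aha-Tn7 peptide / Replicates: singlicate testing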
The depositor's hits bear a star; . = no result given.

SMILES | TDP2 absorb | UHRF1 MBD2 ctr | LEDGF integ inh | mABHD4 FP | TCR-CD3 inh | PG9 binder | PRMT1 FP inh | SIAE primary | HTRA1 inh | DDE Tn7 FP inh
O=C(Nc1ccccc1C(=O)N1CCCC1)c1cccc(S(=O)(=O)N2CCCCC2)c1 | -13 | 0 | -1 | 0 | -5 | -0.4 | 1 | 1 | -3 | 4
CC(=O)[C@@]1(O)C(C)CC2C3C=C(C)C4=Cc5c(cnn5-c5ccccc5)C[C@]4(C)C3C(O)C[C@@]21C (some centres undefined) | -23 | 1 | 1 | -10 | -3 | -0.8 | 1 | -10 | -48 | -3
CCN1C(=O)N[C@@H](c2ccc(Br)cc2)C(C(C)=O)=C1C | 0 | 0 | 1 | -4 | -3 | 0.4 | 2 | 6 | -5 | 1
Cc1ccc(C)c(OCc2nc3ccc(S(=O)(=O)Nc4c(C)n(C)n(-c5ccccc5)c4=O)cc3[nH]2)c1 | 6 | 0 | 2 | -10 | 0 | 0.2 | -2 | 1 | -8 | 4
CCOc1cc(C2NC(=O)N(C)C(C)=C2[N+](=O)[O-])ccc1OC(C)=O (centres undefined) | -4 | 5 | -1 | 0 | -5 | 2.6 | 4 | 2 | 6 | 8
CC(C)(C)c1[nH]ncc1[N+](=O)[O-] | 0 | -5 | 2 | -6 | 6 | -0.3 | -1 | 2 | 8 | -5
CCCCn1c(N)c(NCCC)c(=O)[nH]c1=O | -3 | -2 | 5 | -2 | 2 | -1.2 | -2 | 5 | 6 | 6
CCCCCCCCN1C(=O)[C@@H](CC(=O)NCc2ccccc2)C[C@@]2(C(=O)OC)C1=C[C@H](C(C)C)O[C@@H]2C1CC1 | -5 | 5 | 4 | -2 | . | . | -2 | 3 | . | -5
COc1ccc(CN2CCN(S(=O)(=O)c3ccc(C)cc3)CC2)cc1OC | -4 | 4 | 0 | 1 | -10 | -2.2 | 1 | -3 | 1 | 2
Cc1ccccc1CN1CCCNC1=O | 10 | -4 | -2 | 0 | 5 | -0.2 | -2 | 4 | -3 | -1

Of the compounds above, two have a carbonyl joined to an NH by a bond outside any ring:
SMILES | TDP2 absorb | UHRF1 MBD2 ctr | LEDGF integ inh | mABHD4 FP | TCR-CD3 inh | PG9 binder | PRMT1 FP inh | SIAE primary | HTRA1 inh | DDE Tn7 FP inh
O=C(Nc1ccccc1C(=O)N1CCCC1)c1cccc(S(=O)(=O)N2CCCCC2)c1 | -13 | 0 | -1 | 0 | -5 | -0.4 | 1 | 1 | -3 | 4
CCCCCCCCN1C(=O)[C@@H](CC(=O)NCc2ccccc2)C[C@@]2(C(=O)OC)C1=C[C@H](C(C)C)O[C@@H]2C1CC1 | -5 | 5 | 4 | -2 | . | . | -2 | 3 | . | -5

The results go on.
SMILES | TDP2 absorb | UHRF1 MBD2 ctr | LEDGF integ inh | mABHD4 FP | TCR-CD3 inh | PG9 binder | PRMT1 FP inh | SIAE primary | HTRA1 inh | DDE Tn7 FP inh
Cn1c(=O)c(C(=O)CN2CCN(Cc3ccc4c(c3)OCO4)CC2)c(N)n(Cc2ccccc2)c1=O | 8 | 5 | 1 | -1 | -2 | 0.0 | -1 | -3 | 6 | -1
COc1cc(C2c3[nH]c4ccccc4c3C[C@@H]3C(=O)N(Cc4ccco4)CC(=O)N23)cc(OC)c1OC (some centres undefined) | 12 | 0 | -4 | 1 | -3 | -1.2 | 0 | 3 | -6 | 10
COc1cc(C2/C(=C(\O)c3ccc4c(c3)OCCO4)C(=O)C(=O)N2Cc2ccccc2)ccc1O (centres undefined) | 7 | -2 | 1 | 8 | 2 | -0.9 | 3 | 10 | 1 | 6
O=C(CCCCl)NC(=S)Nc1cc(C(F)(F)F)ccc1N1CCOCC1 | -10 | 5 | -6 | -15 | -5 | -1.6 | 7 | -12 | -19 | -7
Cn1c(CCN2CCN(c3ccccn3)CC2)nc2cc(NS(=O)(=O)c3ccccc3)ccc21 | 3 | -1 | 0 | 4 | 0 | 1.0 | 3 | 2 | -27 | 6
COc1cc(/C=N/NC(=O)c2ccc(NS(=O)(=O)c3cccs3)cc2)cc(OC)c1O | -6 | 0 | 6 | 7 | -3 | -5.3 | -3 | 5 | 5 | -1
CCN(CC)S(=O)(=O)c1cccc(NC(=O)CCNC(=O)c2ccc([N+](=O)[O-])cc2)c1 | 5 | -2 | 2 | -1 | -1 | 1.5 | -1 | -2 | 0 | 8
CCOC(=O)C1=CCN(S(=O)(=O)c2ccc(Cl)cc2)C1c1ccccc1 (centres undefined) | -14 | -1 | 8 | -10 | 5 | -0.7 | -6 | -2 | . | -3
CCC1(C)N(O)C(C)(C)C(c2ccc(F)cc2)=[N+]1[O-] (centres undefined) | -6 | 3 | 0 | 0 | 2 | -1.3 | 0 | -2 | 5 | 8
CCn1cc(C(=O)N[C@H](C(=O)NCCO)C(C)C)c(=O)c2cc3c(cc21)OCO3 | 0 | 3 | -1 | -2 | 2 | -1.3 | 1 | 2 | 1 | -2
CC1=C(CC[C@@H](C)CO)OC2CC3C4CCC5CC(O)CCC5(C)C4CC(=O)C3(C)C12 (some centres undefined) | 5 | 1 | 1 | -5 | -6 | 0.5 | 2 | -2 | -9 | -11
COc1ccccc1CCC(=O)OCC(=O)NC1CC1 | -3 | 4 | 0 | -4 | -5 | 2.1 | 3 | -49 | -4 | 4
NC(=O)C1CCN(c2ccc(C(F)(F)F)cn2)CC1 | -10 | 1 | 5 | -4 | 2 | -0.1 | -7 | -1 | 1 | 0
Cc1ccc(C(=O)Nc2ccc3c(c2)OCO3)cc1Cl | -12 | 4 | -6 | -4 | -5 | 21* | 4 | -3 | -3 | -3
CCOC(=O)C1(Cc2ccc(OC)cc2)CCN(C(=O)c2cccc3nccnc23)CC1 | 4 | 3 | -3 | 2 | -4 | -2.1 | 2 | -6 | 2 | 8
Cc1csc2ncc(C(=O)N3CCc4ccccc43)c(=O)n12 | -2 | -3 | 3 | 3 | 10 | 0.0 | 1 | -3 | 2 | -4
COc1ccc(CN2CCN(S(=O)(=O)c3ccc(NC(C)=O)cc3)CC2)cc1OC | -5 | 0 | 2 | 6 | -2 | -0.2 | 2 | 1 | 1 | 3
O=C(Nc1cccc(F)c1)Nc1ccnn1C1CCN(C(=O)CCN2CCCO2)CC1 | 8 | 0 | 1 | 8 | 2 | -2.0 | -3 | -3 | -2 | 4
CCOC(=O)c1[nH]cnc1C(=O)Nc1ccc(F)cc1 | -6 | -2 | 0 | -5 | 0 | -1.1 | 1 | -2 | 4 | 5
CCOc1ccccc1OCCC(=O)N1CCN(S(=O)(=O)c2ccccc2[N+](=O)[O-])CC1 | -8 | 7 | -1 | -4 | -9 | -0.7 | -2 | -4 | 5 | -5

Ordered by molar mass (descending): three of the compounds above
SMILES | TDP2 absorb | UHRF1 MBD2 ctr | LEDGF integ inh | mABHD4 FP | TCR-CD3 inh | PG9 binder | PRMT1 FP inh | SIAE primary | HTRA1 inh | DDE Tn7 FP inh
O=C(Nc1cccc(F)c1)Nc1ccnn1C1CCN(C(=O)CCN2CCCO2)CC1 | 8 | 0 | 1 | 8 | 2 | -2.0 | -3 | -3 | -2 | 4
Cc1csc2ncc(C(=O)N3CCc4ccccc43)c(=O)n12 | -2 | -3 | 3 | 3 | 10 | 0.0 | 1 | -3 | 2 | -4
NC(=O)C1CCN(c2ccc(C(F)(F)F)cn2)CC1 | -10 | 1 | 5 | -4 | 2 | -0.1 | -7 | -1 | 1 | 0

Continued.
SMILES | TDP2 absorb | UHRF1 MBD2 ctr | LEDGF integ inh | mABHD4 FP | TCR-CD3 inh | PG9 binder | PRMT1 FP inh | SIAE primary | HTRA1 inh | DDE Tn7 FP inh
CN1C(=O)[C@H]2[C@@H](c3ccccc3)N[C@]3(CCCN(Cc4ccc(F)cc4)C3=O)[C@H]2C1=O | 5 | 1 | -6 | 3 | -2 | 1.4 | 1 | -1 | 3 | -4
O=C(N/N=C1\CCc2ccccc21)c1ccccc1O | 5 | -3 | 2 | 4 | 1 | -3.2 | 0 | 0 | 8 | -2
O=C(COC(=O)Cn1cnc2ccccc21)Nc1ccccc1C(F)(F)F | -16 | 3 | 0 | 0 | 3 | -2.1 | -3 | -5 | -1 | -1
Cc1c(C(=O)N2CCCC(C)(C(=O)NS(=O)(=O)C3CC3)C2)oc2ccccc12 (centres undefined) | 13 | 0 | 2 | -10 | -3 | 1.4 | -7 | -8 | . | -1
Cc1nn(-c2ccccc2)c(Cl)c1/C=N/NC(=O)c1ccco1 | -7 | 3 | 4 | -1 | -4 | 1.7 | -1 | -3 | -4 | -4
Clc1cccc(-c2nc(NCCCN3CCOCC3)c3ccccc3n2)c1 | 4 | -1 | 3 | -8 | 3 | -0.3 | -9 | -3 | -32 | 8
CC(=O)c1ccc(OCC(O)COc2ccc(C(C)=O)cc2)cc1 | 2 | 2 | 3 | 4 | -3 | -1.4 | 0 | 1 | 10 | 0
O=C(NNC1CC(=O)N(c2ccccc2)C1=O)c1cccnc1 (centres undefined) | 14 | -2 | -4 | 4 | -2 | -0.4 | -2 | -3 | -11 | 1
COc1ccccc1C1C(C(N)=O)=C(C)Nc2nc(-c3ccccc3Cl)nn21 (centres undefined) | -7 | 6 | -1 | 1 | -7 | -0.8 | 10 | 5 | -1 | 2
Cn1c(N)c(C(=O)Nc2ccccc2)c(=O)[nH]c1=O | 4 | -3 | 1 | 0 | 3 | 0.0 | -6 | -3 | . | -6
